ZTA counter: counter-screen for EBNA-1 inhibitors: inhibitors of Epstein-Barr virus ZTA; P03206; ZTA-DNA binding, fluorescence polarization; inhibition, % at 11 µM; hit rate 0.15% among 320,000; AID 2234; in the data active = inhibition above about 33%
Target sequence (P03206 whole entry, looked up): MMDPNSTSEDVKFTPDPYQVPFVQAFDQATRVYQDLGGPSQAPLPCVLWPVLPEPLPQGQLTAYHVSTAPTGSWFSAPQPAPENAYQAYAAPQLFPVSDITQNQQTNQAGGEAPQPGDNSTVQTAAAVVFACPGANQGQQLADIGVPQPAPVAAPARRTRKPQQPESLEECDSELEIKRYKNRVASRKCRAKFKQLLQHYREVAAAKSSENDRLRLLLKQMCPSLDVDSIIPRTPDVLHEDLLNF
core dimer inh: blocks dimerization of HCV core protein; TR-FRET GST/Flag-core106 dimerization, 1536-well; inhibition, % at 5 µM; hit rate 0.33% among 300,000; AID 1899;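 active = inhibition above the mean of all tested compounds plus 3 SD, set per screening campaign, cut at about 45% in these data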
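test system = GST/Flag-tagged HCV core106 proteins | probe or stimulus = Eu donor and XL665 acceptor anti-tag antibodies | times = compound-protein-antibody incubation 4 h at 22.5 °C | signal = TR-FRET, excitation 340 nm, emission 617 and 671 nm | measure = percent inhibition of core106 dimerization signal | controls = wells lacking GST-core106 and wells with excess unlabelled core106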
GASC-1 inh: inhibitors of human GASC-1 (JMJD2C) demethylase. Q9H3R0. GST-JMJD2C(1-420) H3K9me3 demethylation, DELFIA europium. inhibition, % at 2.35 µM. hit rate 0.069% among 330,000. AID 2099;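 active = more than half of a compound's replicate wells show inhibition beyond 50%, single wells judged on their own value; inconclusive = some, but no more than half, of replicates pass 50% inhibition; inactive = no replicate passes 50% inhibition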;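 note: signal counts dimethyl H3K9 product captured on neutravidin plate; 0% = median of DMSO wells and 100% = 0.3 times that DMSO median; strong numbers were not always called active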
PP5 primary: inhibitors of human protein phosphatase 5 (PP5) | inhibition, % at 6.7 µM | P53041 | AID 1987 | purified PP5c, OMFP substrate fluorescence | hit rate 0.18% among 320,000;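 active = inhibition above the campaign's mean inhibition across all tested compounds plus 3 SD, cut at about 9.5% in these data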;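 note: 0% = DMSO only and 100% = 100 µM cantharidin control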
Target sequence (P53041 whole entry, looked up): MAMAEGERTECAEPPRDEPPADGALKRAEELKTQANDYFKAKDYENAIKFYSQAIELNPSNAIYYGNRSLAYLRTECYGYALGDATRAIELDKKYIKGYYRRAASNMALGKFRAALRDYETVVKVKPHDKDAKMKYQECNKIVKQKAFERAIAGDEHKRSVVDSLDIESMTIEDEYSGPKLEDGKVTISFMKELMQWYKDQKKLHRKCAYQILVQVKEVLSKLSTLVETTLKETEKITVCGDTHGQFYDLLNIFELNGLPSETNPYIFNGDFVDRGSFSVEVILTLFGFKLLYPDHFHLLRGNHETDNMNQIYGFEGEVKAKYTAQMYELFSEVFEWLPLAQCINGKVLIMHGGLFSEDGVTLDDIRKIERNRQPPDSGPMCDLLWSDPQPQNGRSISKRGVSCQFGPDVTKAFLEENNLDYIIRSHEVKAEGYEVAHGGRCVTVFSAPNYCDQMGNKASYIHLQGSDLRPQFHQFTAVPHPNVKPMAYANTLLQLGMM
EBNA-1 inhibitor: blocks EBNA-1 binding to DNA | EBNA-1 DNA binding, fluorescence polarization | inhibition, % at 14.8 µM | hit rate 0.34% among 300,000 | AID 1950; in the data active = inhibition above about 28%
CTSL1 counter: counter-screen for PFM18AAP inhibitors: inhibitors of F. hepatica cathepsin L1. inhibition, % at 5.96 µM. recombinant F. hepatica cathepsin L1, Z-Leu-Arg-MCA fluorescence. hit rate 0.49% among 300,000;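 active = inhibition above the mean of all tested compounds plus 3 SD, set per screening campaign, cut at about 17% in these data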;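 note: 0% = plate median of test compound wells and 100% = 1 µM Z-Phe-Ala-diazomethylketone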
PP1 inh: counter-screen for PP5 inhibitors: inhibitors of human PP1-alpha | hit rate 0.9% among 320,000 | inhibition, % at 6.7 µM | purified PP1alpha, OMFP fluorescence;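 active = inhibition above the mean inhibition of all tested compounds plus 3 SD, computed separately for each screening campaign, cut at about 15% in these data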
Target sequence (P62136 whole entry, looked up): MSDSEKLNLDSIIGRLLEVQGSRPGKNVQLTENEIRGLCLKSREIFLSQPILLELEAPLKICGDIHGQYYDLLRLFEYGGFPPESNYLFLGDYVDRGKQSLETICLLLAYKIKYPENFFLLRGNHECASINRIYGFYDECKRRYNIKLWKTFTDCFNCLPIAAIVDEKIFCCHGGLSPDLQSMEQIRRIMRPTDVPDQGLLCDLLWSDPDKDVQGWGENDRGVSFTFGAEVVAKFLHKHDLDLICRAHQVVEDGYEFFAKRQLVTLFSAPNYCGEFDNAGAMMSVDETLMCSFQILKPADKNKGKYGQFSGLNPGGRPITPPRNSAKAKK
Yeast superoxide: yeast age-related superoxide inhibition as caloric restriction mimetic | hit rate 0.18% among 330,000 | superoxide response (% of plate mean), % at 10 µM | S. cerevisiae aged cells, superoxide DHE fluorescence; stronger effect = lower value | AID 2690;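 active = superoxide response under a set limit, about three screen SD below normal, cut at about 65% in these data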;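 note: yeast aged for seven days with compound at 30 °C before DHE staining; 100% = average MFI of all compound-treated wells on the plate with controls excluded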
TPT1 inhibitor: blocks Candida albicans tRNA 2'-phosphotransferase; recombinant caTPT1, FP RNA substrate dephosphorylation; inhibition, % at 5 µM; hit rate 0.81% among 300,000;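 active = inhibition above the mean of all tested compounds plus 3 SD, set per screening campaign, cut at about 24% in these data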;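 note: plate controls were DMSO alone for no effect and ferristatin control at 100 nM for full effect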
Active calls of the source: *; ? = inconclusive; nt = not tested or not shown; & = joins results of further samples.

The line under a structure holds: ZTA counter	core dimer inh	GASC-1 inh	PP5 primary	EBNA-1 inhibitor	CTSL1 counter	PP1 inh	Yeast superoxide	TPT1 inhibitor
1: COc1cc(OC)c(NC(=O)c2c(-c3ccccc3)noc2C)cc1Cl
    -0.6	2.0	-2.7	0.5	-9.9	-0.6	0.7	98.2	1.0
2: O=C(O)c1ccc(N/N=C/c2cccc3cccnc23)cc1
    2.5	-22.5	6.0	-0.6	4.5	6.3	2.2	98.4	4.9
3: CCC(C)/C(C)=N/NC(=O)c1ccc(COc2ccc(Cl)c(C)c2)cc1 (configuration not stated)
    -2.4	4.2	-14.8	7.3	1.2	-4.1	5.0	127.0	0.5
4: CC(C)CC(=O)NC(=S)NCCc1ccccc1
    3.8	1.5	27.9	2.0	16.9	-2.5	-1.3	87.5	0.5
5: O=C(COC(=O)c1ccc(O)cc1O)Nc1cccc2ccccc12
    2.8	nt	-1.9	1.9	nt	nt	-1.6	98.4	nt
6: CSc1nnc(-c2ccc(C(F)(F)F)cn2)o1
    -19.6	-1.0	nt	1.6	1.5	1.0	0.6	106.9	-2.9
7: CC(C)=NOc1cc(NC(=O)CCl)cc([N+](=O)[O-])c1
    -12.2	-1.6	7.2	2.2	0.8	78.9*	-1.3	96.4	2.7
8: Cc1ccc(NC(=O)c2ccc3c(c2)CCN3S(C)(=O)=O)c(C)c1
    -14.3	-6.3	7.0	2.6	-4.3	-9.2	0.3	98.5	-2.8
9: CCCCNC(=O)CCc1c(C)nc2nc(-c3cc(OC)cc(OC)c3)nn2c1C
    0.2	3.0	0.6	1.1	-9.4	-0.5	-3.1	105.6	-12.9
10: CC(C)(C)OC(=O)NCCCC1=CC2=CC(=O)C(C)(OC(=O)C3CCCC3)C(=O)C2=CO1 (configuration not stated)
    4.0	-27.3	1.0	2.9	7.6	-2.0	9.1	nt	2.3
11: Cn1cnnc1SCC(=O)Nc1nc(-c2ccccc2)cs1
    5.6	3.4	-8.3	0.9	-15.8	1.8	-1.3	99.1	5.1
12: N/C(Cc1ccc(Cl)cc1)=N\OC(=O)c1ccccc1
    -15.7	-2.5	1.2	-0.7	4.5	1.0	-1.1	123.9	0.4
13: COC(=O)c1ccc2c(=O)n(-c3ccccc3)c(=S)[nH]c2c1
    -13.8	-5.1	-0.7	-2.3	-0.4	-3.5	4.4	101.0	-0.6
14: COc1cc(C(C(=O)NCC2CCCO2)N(C(=O)Cn2nnc3ccccc32)c2ccc(C(C)=O)cc2)ccc1O (configuration not stated)
    2.1	-9.8	-9.6	0.9	-7.1	-3.6	1.1	95.2	-0.5
15: COCCNS(=O)(=O)c1ccc(-c2ccc(Cl)cc2)cc1
    -4.6	-0.2	0.1	1.0	-5.3	-0.3	-1.5	105.8	-3.3
16: CC(=O)Nc1ccc(OCC(O)Cn2c3ccccc3c3ccccc32)cc1 (configuration not stated)
    3.7	-3.3	2.4	2.3	6.9	-0.3	-2.9	122.0	-4.2
17: COC(=O)c1c(NC(=O)CN2CCC3(O)CCCCC3C2c2ccccc2OC)sc(C)c1C (configuration not stated)
    7.5	2.3	8.6	2.8	8.4	-0.2	6.1	100.3	6.2
18: CCc1cc2c(C)cc(C)cc2nc1SCC(=O)Nc1cc(C)on1
    -0.2	10.0	-3.3	-0.4	-2.2	1.1	-5.8	122.6	5.5
19: COc1ccc(C(=O)NNC(=O)CNC(=O)C2CCCCC2)cc1
    11.9	-14.2	12.4	-0.1	-6.2	4.4	-0.3	105.2	-2.4
20: Cc1cc(C)c(C#N)c(SCCN2CCOCC2)n1
    11.8	0.6	-9.1	-0.7	6.5	3.3	-2.6	91.6	-0.4
21: CC(C)C[C@@H](C(=O)N[C@@H](C(=O)O)c1ccccc1)N1C(=O)N2CCc3c([nH]c4ccccc34)[C@@]2(C)C1=O
    4.6	2.4	?	3.2	4.2	1.7	-2.1	104.7	-2.5
22: CC(=O)OC(C)(C)C1Cc2cc3ccc(=O)oc3cc2O1 (configuration not stated)
    -13.9	-5.1	-1.7	3.1	-11.7	-0.4	4.1	104.7	-1.3
23: CCOC(=O)c1c(-c2ccsc2)csc1N
    -16.2	-4.9	-6.5	1.4	-3.4	2.2	0.3	82.5	-2.5
24: O=C(CCCC(=O)N/N=C\c1ccccn1)N/N=C\c1ccccn1
    -3.0	1.8	1.2	0.2	8.2	-2.6	-2.0	96.1	-2.7
25: COc1ccccc1CNC(=O)CSc1nc(C)cs1
    14.9	-0.6	nt	0.8	-0.8	-2.2	-4.9	92.9	-0.9
26: COc1ccc(C(c2c(O)nc[nH]c2=O)c2c(O)nc[nH]c2=O)cc1
    -3.7	-3.5	2.1	4.4	-7.3	-2.3	-2.5	94.2	2.1
27: COCCN(C(=O)C1CCC1)c1nnc(-c2cccnc2)s1
    8.4	-3.9	2.0	0.3	10.4	-1.3	-3.3	97.5	-0.1
28: Cc1cccc(NC(=O)Cn2c(=O)n(CC3CCCO3)c(=O)c3ccccc32)c1 (configuration not stated)
    -5.8	-2.0	7.4	3.4	-7.9	1.9	-0.1	93.7	4.0
29: N#C/C(=C\c1ccc(Oc2ccc(C(F)(F)F)cc2[N+](=O)[O-])cc1)c1nc2ccccc2[nH]1
    12.7	40.1	2.3	5.1	1.9	-2.8	9.6	90.9	3.3
30: O=CNC(Cc1ccccc1)C(=O)O (configuration not stated)
    5.6	8.0	-8.7	-2.9	7.1	1.0	-1.3	102.5	-1.4

An excerpt of these results, with bars between the fields:
entry | smiles | ZTA counter | core dimer inh | GASC-1 inh | PP5 primary | EBNA-1 inhibitor | CTSL1 counter | PP1 inh | Yeast superoxide | TPT1 inhibitor
5 | O=C(COC(=O)c1ccc(O)cc1O)Nc1cccc2ccccc12 | 2.8 | nt | -1.9 | 1.9 | nt | nt | -1.6 | 98.4 | nt
1 | COc1cc(OC)c(NC(=O)c2c(-c3ccccc3)noc2C)cc1Cl | -0.6 | 2.0 | -2.7 | 0.5 | -9.9 | -0.6 | 0.7 | 98.2 | 1.0

The list continues.
The line under a structure holds: ZTA counter	core dimer inh	GASC-1 inh	PP5 primary	EBNA-1 inhibitor	CTSL1 counter	PP1 inh	Yeast superoxide	TPT1 inhibitor
31: O=C(N/N=C/c1ccc(N2CCOCC2)cc1)c1ccc(NS(=O)(=O)c2cccs2)cc1
    1.8	6.2	-6.6	0.5	-8.6	1.6	2.2	124.4	2.2
32: Cc1ccc(C(=O)C(NC(=O)c2ccco2)Nc2sc3c(c2C(N)=O)CCCC3)cc1 (configuration not stated)
    -3.7	65.5*	4.0	4.8	-11.9	-0.1	3.4	98.6	3.6
33: COc1ccc(/C(N)=N/OC(=O)CSc2ccc(C)cc2)cc1OC
    4.1	-3.2	8.2	5.2	-4.5	-2.8	-1.2	109.5	-1.2
34: O=C(CSc1nnc(NC(=O)c2ccc(F)cc2F)s1)NC1CCCC1
    4.8	-5.4	-20.5	2.4	0.0	3.2	-4.7	84.2	-2.7
35: O=C(COC(=O)c1cc[n+]([O-])cc1)Nc1c(Cl)cccc1C(F)(F)F
    4.5	-1.2	-1.1	-2.5	4.5	-5.4	-5.6	105.9	-1.1
36: CC(C)(Oc1ccc(-c2ccco2)cc1)C(=O)O
    -8.0	0.8	-11.3	-0.4	0.6	4.0	0.3	72.5	5.5
37: NC(=O)CCC1NC(=S)N(Cc2ccccc2)C1=O (configuration not stated)
    -12.6	-4.9	-16.0	-1.8	1.6	5.0	-2.0	99.8	-1.2
38: NC(=O)C1CCN(c2nc(C3CC3)nc3c2nnn3Cc2ccccc2Cl)CC1
    -13.0	-0.9	4.5	3.0	-3.6	4.9	5.5	99.8	0.8
39: O=C(OCCN(C1=NS(=O)(=O)c2ccccc21)c1ccc(Cl)cc1)c1ccco1
    -13.8	11.7	-4.8	2.3	3.1	1.2	-0.4	109.8	-1.4
40: Cn1c(CC(=O)Nc2ccccc2Cl)nnc1SCC(=O)NC1=NCCS1
    -7.1	-3.8	2.5	0.7	-9.6	-0.7	-1.7	104.3	-4.6
41: O=C(NC12CC3CC(CC(C3)C1)C2)N1CCN(C2CCCCC2)CC1
    8.4	-1.3	-5.5	-2.1	-0.7	0.2	-8.6	73.2	-2.3
42: Cc1cc2n(n1)SC(Nc1cc(Cl)ccc1Cl)N2 (configuration not stated)
    1.1	-3.9	-5.2	-1.3	9.8	-0.6	-0.8	89.3	-3.0
43: O=C1CN(C(=O)COc2ncnc3ccccc23)c2ccccc2N1
    -3.3	-6.8	-13.2	-0.1	2.7	-0.2	-3.0	107.1	-2.1
44: C=C(C)c1cccc(C(C)(C)NC(=O)Nc2ccc(Cl)cn2)c1
    2.7	-0.8	1.6	1.7	6.6	2.1	4.1	97.9	-2.7
45: Clc1ccccc1Cc1noc(CN2CCN(c3cnccn3)CC2)n1
    -24.8	-1.8	3.1	0.8	-2.5	4.1	-0.6	91.7	-1.1
46: COc1ccc(C(CNC(=O)c2ccc(OCc3c(C)noc3C)cc2)N2CCCC2)cc1 (configuration not stated)
    4.6	nt	nt	0.4	nt	nt	-2.7	99.8	nt
47: CCc1[nH]nc2c1C(c1cccc(OC(=O)N3CCOCC3)c1)C(C#N)=C(N)O2 (configuration not stated)
    6.3	-4.1	11.9	-0.9	10.5	3.3	-1.3	94.4	-1.3
48: CCOC(=O)C1=C(C)NC2=C(C(=O)c3ccccc32)C1c1ccc([N+](=O)[O-])o1 (configuration not stated)
    -13.2	-3.6	-3.9	0.3	-9.3	7.3	-2.3	108.2	-2.0
49: COCCNC(=O)CN1C(=O)c2cccc3cccc1c23
    2.4	-3.0	1.9	2.7	-7.8	2.3	-2.3	109.5	2.0
50: O=C(COC(=O)Cc1ccc(Br)cc1)NCc1ccc(F)cc1
    -33.7	2.4	5.4	1.4	-0.2	-6.7	5.2	116.3	1.9
51: CN1CCC(N(C)C(=O)CCc2nc3ccccc3c(=O)[nH]2)CC1
    2.0	2.8	-1.6	1.2	6.2	6.2	-0.2	93.2	0.3
52: Nc1nnc(SCC(=O)c2ccc3c(c2)NC(=O)CO3)s1
    -1.5	7.5	10.4	2.3	3.7	2.2	1.4	87.8	-1.6
53: Cc1nn(-c2ccccn2)c2c1C(c1ccsc1)C1=C(CCCC1=O)N2 (configuration not stated)
    14.7	0.3	-5.5	2.3	15.4	-1.7	1.2	95.4	-3.6
54: Cc1ccc(Cn2c(Sc3nccc(C)n3)nc3c2c(=O)[nH]c(=O)n3C)cc1
    -3.6	-3.1	2.1&-1.0	2.9	-1.8	-0.8	-2.9	101.9	0.4
55: CCOc1ccc2oc(-c3ccccc3)c(C(=O)N3CCN(C)CC3)c2c1
    5.8	-1.2	17.9	0.3	-0.7	-0.4	1.6	98.5	-2.0
56: Cc1[nH]c2ccccc2c1SCC(=O)N1CCC(C)CC1
    -4.6	-0.9	-13.7	-1.7	-2.9	1.6	1.6	103.6	-1.0
57: CC(C)(C)OC(=O)NC(CNCc1ccccc1)Cc1ccccc1 (configuration not stated)
    -3.8	-12.2	-5.6	2.6	4.0	-1.2	5.6	109.2	-3.8
58: Cc1csc2ncc(C(=O)N3CCc4ccccc43)c(=O)n12
    16.0	-1.2	-3.3	2.4	3.5	-0.1	-4.2	104.6	-0.2
59: O=C(CC1(C(F)(F)F)OCCO1)Nc1ccc2c(c1)OCO2
    10.6	-0.7	-1.5	0.1	2.6	-3.9	-2.2	95.7	1.2
60: O=C(Nc1ccc([N+](=O)[O-])cc1)N1CCCCC1
    7.9	3.0	3.3	-1.6	8.6	4.6	3.1	91.6	0.6
61: CCN(CC)CCNC(=O)c1ccc(NC(=O)Nc2cccc3ccccc23)cc1
    -11.3	-8.8	-0.9	2.9	7.5	-0.5	-0.7	87.5	-1.0
62: Cc1ccc(C(=O)Cn2c(C(=O)/C=C/c3ccccc3)nc3ccccc32)cc1
    -6.1	29.6	6.1	1.1	11.1	-1.5	-0.3	94.2	0.5

Bioassay records as filed in PubChem BioAssay.
